S1P4 antagonist: antagonists of human S1P4 receptor; O95977; S1P4-expressing cells, antagonist mode, reporter read-out; inhibition, % at 4.98 µM; hit rate 0.26% among 220,000; AID 1510; in the data active = inhibition above about 29%;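 note: 0% = wells stimulated with agonist and 100% = vehicle wells without agonist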
PERK inhibitor: human PERK inhibition, primary cell-based screen | hit rate 0.17% among 220,000 | inhibition, % at 5.6 µM | CHO PERK-DD fusion, SEAP luminescence translation reporter | AID 1416 | Q9NZJ5;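 active = inhibition above the mean inhibition of all tested compounds plus 3 SD, set separately per screening campaign, cut at about 2.9% in these data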;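 note: PERK kinase domain activated by AP20187 dimerizer at 100 nM; 0% = DMSO with dimerizer and 100% = rapamycin at 8.4 µM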
Target sequence (Q9NZJ5 whole entry, looked up, the tested form may be a part): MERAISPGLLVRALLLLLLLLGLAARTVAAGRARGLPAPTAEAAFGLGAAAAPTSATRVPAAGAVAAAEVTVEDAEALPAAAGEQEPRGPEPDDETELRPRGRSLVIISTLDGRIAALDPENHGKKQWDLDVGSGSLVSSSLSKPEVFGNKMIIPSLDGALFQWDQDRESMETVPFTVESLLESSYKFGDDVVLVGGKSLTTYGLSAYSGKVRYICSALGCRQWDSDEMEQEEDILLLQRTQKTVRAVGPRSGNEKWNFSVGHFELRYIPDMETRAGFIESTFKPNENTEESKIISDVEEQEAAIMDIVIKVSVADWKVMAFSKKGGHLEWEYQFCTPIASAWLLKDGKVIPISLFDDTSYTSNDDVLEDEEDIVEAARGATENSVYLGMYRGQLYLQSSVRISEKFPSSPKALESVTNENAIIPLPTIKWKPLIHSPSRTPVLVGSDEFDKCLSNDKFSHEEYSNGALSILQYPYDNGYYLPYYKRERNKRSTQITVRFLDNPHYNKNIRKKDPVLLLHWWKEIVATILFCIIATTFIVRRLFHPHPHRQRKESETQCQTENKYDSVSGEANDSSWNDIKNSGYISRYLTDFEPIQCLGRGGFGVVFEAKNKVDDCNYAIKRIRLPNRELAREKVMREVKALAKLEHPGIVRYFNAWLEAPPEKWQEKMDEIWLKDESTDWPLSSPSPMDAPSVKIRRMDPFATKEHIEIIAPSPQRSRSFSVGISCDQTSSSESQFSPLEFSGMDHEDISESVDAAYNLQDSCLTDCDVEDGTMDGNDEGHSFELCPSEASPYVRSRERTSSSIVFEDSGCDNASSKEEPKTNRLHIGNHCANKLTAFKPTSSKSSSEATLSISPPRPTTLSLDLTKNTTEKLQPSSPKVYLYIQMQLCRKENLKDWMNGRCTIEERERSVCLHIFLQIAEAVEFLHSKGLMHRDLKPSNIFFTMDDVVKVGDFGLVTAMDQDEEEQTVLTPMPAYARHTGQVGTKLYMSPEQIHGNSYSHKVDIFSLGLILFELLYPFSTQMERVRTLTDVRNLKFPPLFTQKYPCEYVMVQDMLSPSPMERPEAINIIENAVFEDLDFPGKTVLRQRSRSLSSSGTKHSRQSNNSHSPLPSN
NPY2 pot ag: potentiators or agonists of human neuropeptide Y receptor Y2; cells expressing NPY-Y2, potentiator/agonist read-out; hit rate 0.45% among 220,000; AID 1359; P49146; activation, % at 3.6 µM; in the data active = activation above about 27%;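 note: cells stimulated with NPY near EC25 plus isoproterenol at EC100; 0% = vehicle plus submaximal agonist and 100% = vehicle plus saturating agonist; some results beyond the cut were filed as inactive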
S1P4 ag: human S1P4 receptor agonism. O95977. S1P4-expressing cell line, agonist reporter assay. activation, % at 4.98 µM. hit rate 0.35% among 220,000. AID 1509; in the data active = activation above about 11%;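 note: 0% = DMSO vehicle and 100% = reference agonist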
Ba/F3 V617F tox: reduce viability of Ba/F3 cells dependent on JAK2V617F | hit rate 1.1% among 220,000 | Ba/F3 EpoR-JAK2V617F viability, ATP luminescence | inhibition, % at 5.6 µM;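 active = inhibition above the campaign mean plus 3 SD over all tested compounds, cut at about 24% in these data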;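 note: cytokine-independent growth of Ba/F3 cells driven by EpoR plus mutant JAK2; 0% = DMSO-treated cells and 100% = JAK inhibitor I control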
BaF3 parental: parental Ba/F3 viability inhibition as JAK2V617F counter-screen. CellTiter-Glo ATP luminescence. inhibition, % at 5.6 µM. hit rate 1.1% among 220,000. AID 1486;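 active = inhibition above a per-campaign cutoff, the mean inhibition of all tested compounds plus 3 SD, cut at about 27% in these data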;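 note: 0% = DMSO wells and 100% = JAK Inhibitor I control wells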
Wee1 stabilizer: inhibitors of human Wee1 degradation | HeLa Luc-Wee1K328M stability, luciferase luminescence; 100% = proteasome inhibitor MG132 effect | reporter increase, % at 5 µM | hit rate 1.2% among 220,000 | AID 1321;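 active = activation above the mean of all tested compounds plus 3 SD, set per screening run, cut at about 8.8% in these data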;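 note: cells exposed to compound for 20 h before luminescence read; 0% = DMSO alone and 100% = MG132 at 30 µM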
eIF4E-4G inh: eIF4E/eIF4G interaction inhibition in translation initiation. hit rate 0.37% among 220,000. AID 782. TR-FRET eIF4E-eIF4GI(517-606) binding, 2 h. inhibition, % at 21.7 µM. P63073+Q04637;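 active = inhibition above about 30%, limit read from the data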;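 note: 0% = full FRET control wells and 100% = background wells lacking eIF4GI fragment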
MDM2 E3 inh: inhibitors of human Mdm2 E3 ubiquitin ligase | cell-based MDM2 ubiquitination luciferase reporter, 2 h; 0 = plate control, 100 = twice control, blank-subtracted | signal enhancement, % at 5 µM | hit rate 0.11% among 210,000;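 active = signal enhancement of 30% or more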;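 note: luminescence tracks abundance of the self-degrading MDM2-luciferase fusion protein; higher signal means inhibition of MDM2 E3 ligase activity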
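Assay system: stable mammalian line carrying autodegrading MDM2–luciferase fusion reporter; Input: 2000 cells in each well; Compound dosing: single-point 5 µM; Schedule: 2 h compound exposure at 37 °C; Signal: SteadyLite luciferase luminescence after 15 min room-temperature reagent incubation; Evaluation: % luminescence enhancement versus blank-corrected plate control mean; Benchmarks: plate controls and plate blanks.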
The depositor's hits bear a star; / = no result given; [ ] = dose if it differs, or a comment.

No.	SMILES	S1P4 antagonist	PERK inhibitor	NPY2 pot ag	S1P4 ag	Ba/F3 V617F tox	BaF3 parental	Wee1 stabilizer	eIF4E-4G inh	MDM2 E3 inh
1	COC(=O)[C@H](CCSC)NC(=O)NCCc1ccccc1F	-2	0.1	7	-2.4	-2	4	-1	-5[fluorescence artefact?]	-6
2	COc1ccc(-[n+]2c(C)cc(/C=C3\Sc4ccccc4N3C)cc2C)cc1	-10	-0.9	16	-0.5	101*	97*	-2	6	-49
3	COc1cc(Br)c(Br)c(Br)c1N	4	1.2	-15	-1.1	4	1	7	1	-12
4	CCOc1cc2[nH]c(=O)n(CC3CCC(C(=O)NCCCOC)CC3)c(=O)c2cc1OCC (centres undefined)	-18	-0.4	8	1.9	2	4	-1	-7	/
5	COC(=O)c1nn(-c2ccccc2)c(=O)cc1Oc1ccccc1	11	0.4	-4	-1.6	-1	1	1	0	-8
6	CCN(CC)c1nc(-c2cccc(OC)c2O)nc2ccccc12	3	-0.3	3	-0.3	-2	4	-2	4	-20
7	COc1ccc(Nc2c(-c3ccc(C)cc3)nc3cnccn23)cc1	11	-0.3	9	-0.7	1	6	-2	-5	-11
8	O=C1C(=Cc2cccs2)C(=O)c2ccccc21	8	0.8	5	-0.7	2	7	3	-2	3
9	O=C(COc1ccccc1[N+](=O)[O-])N/N=C/c1ccc(O)c([N+](=O)[O-])c1	-8	0.6	6	2.6	6	11	-3	2	-6
10	COC(=O)c1sc(C(F)(F)F)c(-c2ccccc2)c1S(=O)(=O)NC(C)(C)C	12	0.3	11	0.6	-4	1	-1	-2	-9
11	COCCNC(=O)C1CC(c2ccccc2[N+](=O)[O-])=NO1 (centres undefined)	-6	0.7	-1	3.1	2	6	-3	12	-6
12	COc1ccccc1-c1nnc(N)s1	17	0.8	4	-0.5	-1	5	-2	0	-3
13	CC(=NCCc1ccccc1)C1=C(O)C(c2ccccc2)OC1=O (centres undefined)	-12	0.3	1	3.8	-3	0	4	1	-14
14	Cc1ccc(-n2c(-c3cccnc3)n[nH]c2=S)c(C)c1	-4	-1.3	4	2.2	-1	2	-3	4[fluorescence artefact?]	-8
15	Cc1noc(C)c1C(=O)NC(C)c1ccc2c(c1)OCO2 (centres undefined)	4	0.7	11	-0.8	-6	1	-1	1[fluorescence artefact?]	-15
16	Clc1ccc(SCCOCCN2CCCCC2)cc1	0	-0.3	-7	3.5	3	6	5	-5	2
17	CC(Sc1cccc2cccc(C(=O)O)c12)C(=O)O (centres undefined)	-5	1.4	3	-2.4	-6	0	-1	-1	-2
18	CC(C)(C)NCc1cc(Br)ccc1OC1CCCC1	18	-0.1	13	-0.4	1	8	-1	1	-13
19	Cc1ccc(Cn2c(=O)c3c(nc4n3CCN4Cc3ccco3)n(C)c2=O)cc1	-12	-1.0	4	0.0	7	9	3	-1	-11
20	Nc1nc(N2CCCCC2)nc(N(c2ccccc2)c2ccccc2)n1	9	1.3	-13	-2.4	1	3	0	-4	-9
21	Cc1cc(NC(=O)CCN2C(=O)/C(=C/c3ccccc3F)SC2=S)no1	-8	-0.4	-7	0.3	2	1	-1	-2	-8
22	CCOC(=O)N1CCN(c2ccc(C(=O)c3cccc(F)c3)cc2)CC1	3	-1.2	-9	0.5	2	10	-1	0	-41
23	CCN(CC)c1ccc(/C=C(\C#N)C(=O)NCc2ccccc2)cc1	-3	-0.2	-20	0.6	0	6	3	1	-3
24	Cc1c(NC(=O)c2cc(-c3ccc(Cl)s3)nc3ccccc23)c(=O)n(-c2ccccc2)n1C	2	1.5	3	2.2	-3	0	-1	4	2
25	O=C(O)CCC(=O)Nc1ccc(N2CCCCCC2)cc1	-13	1.3	13	0.6	-1	4	-3	3	-4

In another format: entries from further up.
7. COc1ccc(Nc2c(-c3ccc(C)cc3)nc3cnccn23)cc1
8. O=C1C(=Cc2cccs2)C(=O)c2ccccc21
9. O=C(COc1ccccc1[N+](=O)[O-])N/N=C/c1ccc(O)c([N+](=O)[O-])c1
10. COC(=O)c1sc(C(F)(F)F)c(-c2ccccc2)c1S(=O)(=O)NC(C)(C)C
11. COCCNC(=O)C1CC(c2ccccc2[N+](=O)[O-])=NO1 (centres undefined)
12. COc1ccccc1-c1nnc(N)s1
13. CC(=NCCc1ccccc1)C1=C(O)C(c2ccccc2)OC1=O (centres undefined)
14. Cc1ccc(-n2c(-c3cccnc3)n[nH]c2=S)c(C)c1
15. Cc1noc(C)c1C(=O)NC(C)c1ccc2c(c1)OCO2 (centres undefined)

Screen / compound no. | 7 | 8 | 9 | 10 | 11 | 12 | 13 | 14 | 15
S1P4 antagonist | 11 | 8 | -8 | 12 | -6 | 17 | -12 | -4 | 4
PERK inhibitor | -0.3 | 0.8 | 0.6 | 0.3 | 0.7 | 0.8 | 0.3 | -1.3 | 0.7
NPY2 pot ag | 9 | 5 | 6 | 11 | -1 | 4 | 1 | 4 | 11
S1P4 ag | -0.7 | -0.7 | 2.6 | 0.6 | 3.1 | -0.5 | 3.8 | 2.2 | -0.8
Ba/F3 V617F tox | 1 | 2 | 6 | -4 | 2 | -1 | -3 | -1 | -6
BaF3 parental | 6 | 7 | 11 | 1 | 6 | 5 | 0 | 2 | 1
Wee1 stabilizer | -2 | 3 | -3 | -1 | -3 | -2 | 4 | -3 | -1
eIF4E-4G inh | -5 | -2 | 2 | -2 | 12 | 0 | 1 | 4[fluorescence artefact?] | 1[fluorescence artefact?]
MDM2 E3 inh | -11 | 3 | -6 | -9 | -6 | -3 | -14 | -8 | -15

Remaining list, next part
No.	SMILES	S1P4 antagonist	PERK inhibitor	NPY2 pot ag	S1P4 ag	Ba/F3 V617F tox	BaF3 parental	Wee1 stabilizer	eIF4E-4G inh	MDM2 E3 inh
26	COc1ccc(NS(=O)(=O)c2cc(NC(=O)c3nc4nc(C)cc(C)n4n3)ccc2C)cc1	-11	-0.5	1	2.4	6	8	3	-1	-3
27	COc1ccc(C(=O)CSc2nnc(CN3CCCCC3)n2-c2ccc(Cl)cc2)cc1OC	-18	-0.7	4	1.0	-2	3	-1	12	6
28	CCn1c(C)nc2cc(C(=O)N/N=C/c3ccc(N4CCOCC4)cc3)ccc21	-12	0.9	7	0.6	1	3	2	1	-4
29	CC1(C)Cc2cccc(C(=O)Nc3ccncc3)c2O1	-11	-0.3	3	0.6	-5	-2	-4	1	-7
30	CSCCC(C(=O)NC1=NCCS1)N1C(=O)c2ccccc2C1=O (centres undefined)	3	0.5	-1	-0.8	-2	-1	1	1	-8
31	COc1ccc(NC(=S)Nc2ccccc2)cc1	5	2.0	-4	1.5	-1	-6	-3	-11	/
32	COc1ccc(N2C(=O)c3ccccc3NC2c2ccc(OC)c(CSc3ccccn3)c2)cc1 (centres undefined)	-8	-0.9	-22	0.7	7	12	4	-4	1
33	O=C(NCc1ccc(F)cc1)Nc1ccc(Cl)cc1	-28	1.2	6	0.6	2	-2	4	-1	-14
34	O=c1cc(C(F)(F)F)oc2c1ccc1ccccc12	-19	1.6	-12	-0.6	-2	1	2	-1[fluorescence artefact?]	0
35	CC(C(=O)Nc1nccs1)c1ccc([N+](=O)[O-])cc1 (centres undefined)	-2	0.3	7	0.3	-5	-1	-1	4	-16
36	CC(C)NS(=O)(=O)c1ccc(OCC(=O)Nc2ccccc2F)cc1	-7	0.8	9	-2.0	-2	-1	-1	-3	0
37	Cc1nonc1OCCn1c([N+](=O)[O-])cnc1C	6	-0.2	-4	0.5	0	4	-3	-1	-15
38	COc1cccc(Nc2nc3ccccc3nc2NS(=O)(=O)c2cccs2)c1	-11	2.0	43*	1.0	-4	3	1	-2	-5
39	CCOC(=O)c1sc(N(Cc2ccccc2)C(=O)CSc2ncn[nH]2)nc1C	-6	-0.6	-16	-0.6	1	3	0	-9	-7
40	Cc1ccccc1NCc1ccccc1O	-5	-1.2	-7	3.4	2	0	1	-4[fluorescence artefact?]	-2
41	CCOc1cc(CNCc2ccncc2)cc(Cl)c1OC	-25	-0.5	-3	0.1	-1	3	0	6[fluorescence artefact?]	1
42	Cc1c(Br)c([N+](=O)[O-])nn1CC(=O)Nc1nccs1	-10	0.6	6	2.0	-3	2	0	2	-8
43	COc1ccc(Oc2cn[nH]c2-c2ccc(O)cc2O)cc1	-24	0.8	6	1.0	-3	1	1	-10[fluorescence artefact?]	-10
44	O=C1c2cccnc2C(=O)N1CNc1ccc(Cl)cc1	-17	0.9	-4	3.0	0	5	-1	1	-6
45	Cn1cccc1C(=O)N1CCN(c2cccc(C(F)(F)F)c2)CC1	11	-0.3	8	-1.1	1	4	0	5	-8
46	CSCC[C@@H](Nc1nc(-c2ccccc2)nc2c1oc1ccccc12)C(=O)O	-22	-0.3	-5	-1.2	0	2	6	-4	-19
47	CCOC(=O)c1c(C)[nH]c2ccc(O)cc12	-9	0.5	-6	-1.0	4	5	0	-1[fluorescence artefact?]	-4
48	CCc1cc2c(=O)c(-c3nc(C)cs3)coc2cc1OC(C)C(=O)NCCO (centres undefined)	-2	-0.1	3	-0.3	1	5	3	-2	-12
49	COc1cccc(-c2nc(Oc3cccc(C)c3C)c3ccccc3n2)c1O	-15	0.5	-2	1.1	3	8	-1	-2	1
50	CCOC(=O)C(=O)NC(C)c1ccccc1 (centres undefined)	-8	-0.1	-5	1.0	-1	3	-3	-2	-8
51	Cc1noc(C)c1S(=O)(=O)N(C)CC(=O)NCc1ccccc1	8	-0.3	2	-1.4	-2	4	-5	-1	-29
52	C=CCSc1nc2c(cnn2-c2ccccc2)c(=O)n1N	-2	0.0	-44	3.4	2	0	2	-4	-22
53	COc1ccc(N(CC(O)CN2C(=O)NC(C)(C)C2=O)S(=O)(=O)c2ccc(C)cc2)cc1 (centres undefined)	-11	0.0	0	-4.9	-2	3	-2	-6[fluorescence artefact?]	0
54	CCC(C)N(C(=O)Cn1nnc2ccccc21)C(C(=O)Nc1ccc(F)cc1)c1cccc(OC)c1 (centres undefined)	-7	-0.6	-64	1.9	0	3	-3	12	-14
55	CCC(=O)N1C(C(=O)NCc2ccc(OC)cc2)CSC1c1ccc(OC)cc1 (centres undefined)	-1	-0.2	-7	-0.3	-3	-1	-2	-1	-14
56	Cc1nn2c(NCc3ccccn3)c3c(nc2c1-c1ccccc1)CCC3	-25	-0.4	16	0.4	48*	11	-2	-3	/
57	O=C(c1ccccc1)N1CCN(C2CC(=O)N(CCc3ccccc3)C2=O)CC1 (centres undefined)	0	-0.5	5	1.0	-6	1	-3	-4[fluorescence artefact?]	-8
58	Cc1cccc(OCCSc2nncn2C)c1	3	0.2	3	-0.3	-4	1	3	3	-1
59	O=C(O)Cc1csc(-c2cccc(F)c2)n1	7	1.2	-12	0.3	-1	3	-2	2	-19
60	CC(C)n1c(C(O)c2ccc3c(c2)OCO3)nc2ccccc21 (centres undefined)	-21	0.3	-3	-0.2	-4	-2	0	-1[fluorescence artefact?]	-4

Assay outcomes deposited in PubChem by several laboratories.
